Screening results deposited in PubChem by The Scripps Research Institute Molecular Screening Center.
procasp7 counter = procaspase-7 activators, primary screen, counter-screen for procaspase-3 activator project, biochemical, absorbance, HTS, human; activation, % at 8.5 µM; 0.093% of 330,000 active; recombinant procaspase-7, Ac-DEVD-pNA absorbance 405 nm; D23A/D198A/D206A triple mutant, cannot self-cleave; scale: DMSO 0, 5 µM enzyme 100; Caspase-7 (Homo sapiens), P55210;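 active = percent activation above the screen-wide mean plus 3 SD, cut at about 25% in these data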
Target sequence (P55210 whole entry D23A/D198A/D206A): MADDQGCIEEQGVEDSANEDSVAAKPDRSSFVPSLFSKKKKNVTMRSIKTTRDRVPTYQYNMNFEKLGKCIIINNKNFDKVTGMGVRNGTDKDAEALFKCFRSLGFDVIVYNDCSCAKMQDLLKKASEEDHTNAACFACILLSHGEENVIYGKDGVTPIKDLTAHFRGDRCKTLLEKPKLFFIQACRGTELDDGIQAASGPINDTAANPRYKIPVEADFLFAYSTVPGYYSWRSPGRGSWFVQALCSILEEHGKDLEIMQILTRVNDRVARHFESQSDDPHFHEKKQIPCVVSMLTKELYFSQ
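Material: Procaspase-7 triple mutant (PC-7 D3A) | Quantity: 2 µM procaspase-7 mutant as dispensed | Reagent: DEVD-pNA substrate | Times: 1 h preincubation, 2 h reaction | Technique: 405 nm absorbance of p-nitroaniline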
HCV core dimer = inhibitors of HCV core protein dimerization, primary screen, biochemical, TR-FRET, high-throughput. inhibition, % at 5 µM. 0.33% of 300,000 active. TR-FRET GST/Flag-core106 dimerization, 1536-well. AID 1899, 2009;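 active = inhibition above the mean of all tested compounds plus 3 SD, set per screening campaign, cut at about 45% in these data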
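test system = GST/Flag-tagged HCV core106 proteins | probe or stimulus = Eu donor and XL665 acceptor anti-tag antibodies | times = compound-protein-antibody incubation 4 h at 22.5 °C | signal = TR-FRET, excitation 340 nm, emission 617 and 671 nm | measure = percent inhibition of core106 dimerization signal | controls = wells lacking GST-core106 and wells with excess unlabelled core106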
PAFAH2 FP inh = PAFAH2 enzyme inhibitors, primary screen, biochemical, fluorescence polarization, human; Platelet-activating factor acetylhydrolase 2, cytoplasmic (Homo sapiens), Q99487; recombinant PAFAH2, FP-rhodamine activity probe; inhibition, % at 3.39 µM; 0.99% of 340,000 active;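 active = inhibition above the mean over all tested compounds plus 3 SD, cut at about 30% in these data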;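 also: inhibitors block probe labeling of enzyme so polarization drops; 0% = enzyme with DMSO and 100% = wells lacking PAFAH2 protein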
procasp3 activ = activators of human procaspase-3 D3A mutant, primary screen, biochemical, absorbance, PC-3 D3A mutant, single concentration | Caspase-3 (Homo sapiens), P42574 | recombinant procaspase-3 D3A, Ac-DEVD-pNA absorbance 405 nm | activation, % at 8.5 µM | 0.11% of 330,000 active;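 active = activation above the mean of all tested compounds plus 3 SD, cut at about 21% in these data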;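 also: 0% = DMSO alone and 100% = DMSO wells spiked with extra 5 µM PC-3 D3A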
Target sequence (P42574 whole entry D9A/D28A/D175A): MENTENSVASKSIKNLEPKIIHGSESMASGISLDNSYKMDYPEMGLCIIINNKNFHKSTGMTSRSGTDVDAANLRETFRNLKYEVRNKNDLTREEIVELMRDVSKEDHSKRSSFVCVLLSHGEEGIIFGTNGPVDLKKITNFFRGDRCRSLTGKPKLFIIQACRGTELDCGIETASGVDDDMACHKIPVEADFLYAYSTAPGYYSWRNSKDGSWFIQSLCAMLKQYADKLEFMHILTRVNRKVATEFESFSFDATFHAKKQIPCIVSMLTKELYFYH
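Assay system – Procaspase-3 D3A mutant, all three cleavage aspartates alanine · Controls – DMSO-only low control, 5 µM PC-3 D3A high control · Schedule – 1 h compound preincubation, 2 h substrate hydrolysis at 25 °C · Signal – 405 nm absorbance of p-nitroaniline, reads at 0 and 120 min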
PP1 counter = PP1-alpha phosphatase inhibitors, primary screen, counter-screen for PP5 inhibitor project, biochemical, fluorescence, OMFP substrate, single point. 0.9% of 320,000 active. purified PP1alpha. AID 2235, 2010. inhibition, % at 6.7 µM;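 active = inhibition above the mean inhibition of all tested compounds plus 3 SD, computed separately for each screening campaign, cut at about 15% in these data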
PP5 primary = PP5 phosphatase inhibitors, primary screen, biochemical, fluorescence. 0.18% of 320,000 active. purified PP5c, OMFP substrate fluorescence. inhibition, % at 6.7 µM;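 active = inhibition above the campaign's mean inhibition across all tested compounds plus 3 SD, cut at about 9.5% in these data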;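 also: 0% = DMSO only and 100% = 100 µM cantharidin control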
Target sequence (P53041 whole entry, looked up): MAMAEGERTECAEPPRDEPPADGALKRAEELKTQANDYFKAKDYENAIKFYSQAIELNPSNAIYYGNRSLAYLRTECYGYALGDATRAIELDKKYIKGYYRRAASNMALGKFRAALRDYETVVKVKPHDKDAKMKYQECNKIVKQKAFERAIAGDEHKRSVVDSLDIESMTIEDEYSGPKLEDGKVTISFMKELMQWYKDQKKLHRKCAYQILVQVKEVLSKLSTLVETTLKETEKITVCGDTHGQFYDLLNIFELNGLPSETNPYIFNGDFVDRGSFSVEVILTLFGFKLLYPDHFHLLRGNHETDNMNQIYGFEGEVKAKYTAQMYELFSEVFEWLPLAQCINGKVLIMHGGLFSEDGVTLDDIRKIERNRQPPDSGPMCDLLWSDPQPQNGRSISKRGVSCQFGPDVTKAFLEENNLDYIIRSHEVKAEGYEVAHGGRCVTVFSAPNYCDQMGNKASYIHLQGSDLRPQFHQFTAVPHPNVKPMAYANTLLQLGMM
AHR activator = AHR activators, primary screen, cell-based, luminescence, luciferase reporter, human; AID 2796, 2010; activation, % at 5 µM; AHR-responsive luciferase reporter cells; 2.5% of 320,000 active; Aryl hydrocarbon receptor (Homo sapiens), P35869; in the data active = activation above about 47%;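 also: 0% = vehicle wells and 100% = reference agonist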
TPT1 inh = Candida albicans TPT1 enzyme inhibitors, primary screen, biochemical, fluorescence polarization. AID 1962, 2009. inhibition, % at 5 µM. 0.81% of 300,000 active. recombinant caTPT1, FP RNA substrate dephosphorylation. tRNA 2'-phosphotransferase TPT1 (Candida albicans SC5314);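 active = inhibition above the mean of all tested compounds plus 3 SD, set per screening campaign, cut at about 24% in these data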;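 also: plate controls were DMSO alone for no effect and ferristatin control at 100 nM for full effect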
CTSL1 counter = Fasciola hepatica cathepsin L1 inhibitors, primary screen, counter-screen for PFM18AAP inhibitor project, biochemical, QFRET, fluorogenic peptide substrate. 0.49% of 300,000 active. recombinant F. hepatica cathepsin L1, Z-Leu-Arg-MCA fluorescence. inhibition, % at 5.96 µM;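 active = inhibition above the mean of all tested compounds plus 3 SD, set per screening campaign, cut at about 17% in these data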;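 also: 0% = plate median of test compound wells and 100% = 1 µM Z-Phe-Ala-diazomethylketone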
* = called active by the depositor; . = not tested or not shown.

SMILES | procasp7 counter | HCV core dimer | PAFAH2 FP inh | procasp3 activ | PP1 counter | PP5 primary | AHR activator | TPT1 inh | CTSL1 counter
N#CCCN(C(=O)COC(=O)CCc1nc2ccccc2c(=O)[nH]1)c1ccccc1F | 5.9 | . | 0.1 | 4.6 | 1.7 | 2.5 | -1.8 | . | .
O=C(CCNC(=O)Cn1cnc2ccccc2c1=O)NCC1COc2ccccc2O1 (stereo not drawn) | -0.5 | 1.3 | -3.4 | -9.5 | -3.1 | -1.3 | 1.3 | -0.9 | 1.2
COC(=O)/C=C1\NCCNC1=O | 0.1 | -2.5 | -14.9 | 0.0 | 2.0 | 1.4 | -1.6 | 2.1 | -0.8
N/C(Cc1ccc([N+](=O)[O-])cc1)=N\OC(=O)COc1ccccc1Cl | -2.0 | 0.4 | 5.8 | 5.8 | -3.5 | 1.7 | 0.1 | -1.7 | -23.8
CCn1c(COc2ccc(C)cc2)nnc1SCC(=O)Nc1ccc(S(N)(=O)=O)cc1 | 1.8 | 3.1 | -2.0 | 10.3 | -3.5 | -1.1 | -0.8 | 0.7 | 4.1
O=C(CSc1nnnn1-c1ccccc1)NC(=O)Nc1ccc2c(c1)OCCO2 | 19.7 | 6.3 | 4.5 | -8.2 | 9.4 | -4.0 | 34.5 | 1.1 | 7.0
COc1ccc(-n2c(Cc3cccn3C)nnc2SCC(=O)Nc2cccc(C)c2C)cc1 | -2.5 | 3.9 | 5.1 | -5.5 | -9.7 | 4.7 | 1.4 | 2.4 | -4.6
COC(=O)c1cccc(Oc2cccc(Cl)n2)c1 | -4.0 | 4.0 | -5.0 | 14.5 | -2.0 | -0.4 | 21.3 | 1.6 | -0.9
CCOC(=O)C1CCN(c2ncnc3c(C)csc23)CC1 | -12.7 | -9.9 | -3.3 | -5.1 | 3.6 | 1.0 | 4.9 | -2.2 | -1.5
CCOC(=O)c1cc(C)sc1NC(=O)CSc1nnnn1C | 2.2 | 10.5 | 0.7 | 11.9 | 4.9 | 1.4 | 43.4 | -2.1 | -0.1
Cn1cccc1C(=O)NNC(=O)c1ccccc1Br | 6.4 | 1.0 | 1.3 | 2.6 | -2.2 | -0.3 | 9.6 | 0.8 | 5.1
O=C(COc1ccc2ccccc2c1)N1CCNCC1 | -8.3 | 2.5 | 0.7 | 1.6 | -1.4 | -0.4 | 20.9 | -1.8 | -4.7
COc1ccc(C(=O)NC2CC2)cc1OC1CCN(Cc2cc(C)cc(C)c2)CC1 | -10.9 | -3.1 | 6.8 | 11.2 | -0.8 | 0.2 | 14.2 | 2.3 | -0.5
O=C(CCC1CCCCC1)NNC(=O)NC12CC3CC(CC(C3)C1)C2 | 0.8 | 6.1 | -1.2 | 0.0 | 2.9 | 2.1 | 1.8 | -0.9 | 4.0
COc1ccccc1NC(=O)Nc1nc(CC(=O)Nc2ccc(F)c(F)c2)cs1 | 3.4 | -10.3 | -23.6 | 10.4 | -1.1 | 9.9* | 51.7* | -4.0 | -7.7
N#Cc1c(NC(=O)CCCC(=O)O)sc2c1CCCCC2 | -2.2 | 0.6 | -4.8 | -2.7 | -1.6 | -1.1 | -5.5 | -2.6 | 1.7
O=C(O)CCn1cc(/C=C2\SC(=S)NC2=O)c(-c2ccccc2)n1 | -10.3 | -5.2 | . | 2.1 | 2.0 | -0.6 | 0.0 | 54.2* | 3.5
COc1cc(C(=O)Nc2ccc3c(c2)Cc2ccccc2-3)cc(OC)c1OC | 3.4 | 4.5 | -1.2 | -7.4 | 0.0 | 0.3 | 2.2 | 0.4 | 0.9
CCN(CC)C(=O)COc1ccc2c(c1)C(=O)CC(C)(C)O2 | 8.1 | -1.4 | -10.4 | 2.9 | -0.5 | -0.2 | 7.9 | -2.2 | -2.9
Cc1cc2c(c(=O)n1Cc1cccnc1)C(Cc1ccccc1)C(C#N)=C(N)O2 (stereo not drawn) | 23.2 | 1.3 | 0.3 | 14.9 | -2.7 | 2.9 | 2.9 | -0.1 | -1.8
COc1ccc(C)cc1Cn1c(S(C)(=O)=O)nc2ccccc21 | 1.1 | 15.3 | -0.2 | 7.8 | -1.4 | 1.8 | 6.7 | 0.5 | 6.1
O=C(Nc1cccc(NC(=O)c2cccs2)c1)c1cccnc1 | 2.1 | 2.5 | 0.8 | -0.8 | -3.9 | -2.4 | 14.6 | -0.3 | 4.6
O=C(/C=C/c1ccc([N+](=O)[O-])cc1)NCc1ccco1 | 13.3 | 4.9 | 3.0 | -2.3 | 0.2 | -1.6 | -7.5 | -0.2 | 1.7
Nc1ccc(CCS(N)(=O)=O)cc1 | -12.1 | -2.0 | -0.9 | 7.0 | -4.8 | 1.3 | -3.7 | -0.4 | -4.4
O=C(O)COCC(=O)Nc1ccc(-n2cnnn2)cc1 | 0.7 | 0.3 | -1.0 | 4.2 | -4.2 | -1.3 | 0.6 | -3.2 | -4.2
O=C(Cc1ccc(Cl)cc1)Nc1ccc(N2CCN(C(=O)c3ccco3)CC2)c(Cl)c1 | 3.7 | 8.6 | -3.6 | -3.7 | 3.2 | 8.1 | -1.6 | -1.9 | 1.2
CC(C)(C)c1ccc(C(=O)N2CCC(=O)N(C(COCc3ccccc3)Cc3ccccc3)CC2)cc1 (stereo not drawn) | -3.6 | 11.6 | 10.8 | 3.3 | 9.4 | 3.1 | 3.9 | -3.5 | 2.1
CC(C)n1cc(-c2ccc(Cl)cc2)cc(C#N)c1=O | 8.5 | -1.2 | -0.3 | 0.1 | 0.9 | 4.7 | 7.4 | 1.1 | 1.0
CCN(CC(=O)Nc1ccc2c(c1)OCCO2)C(=O)COc1cc(C)ccc1Cl | 5.1 | -3.0 | -6.6 | 7.6 | -2.1 | 0.7 | 3.4 | -3.4 | 4.4
COc1ccc(C(=O)NCCCNC(=O)c2ccccn2)cc1Br | -2.5 | 6.3 | 5.2 | 4.2 | -1.0 | 0.4 | 8.6 | 2.3 | -0.2
O=C1CN(S(=O)(=O)c2ccc(Cl)cc2)c2ccccc2N1 | -2.0 | 12.6 | 1.7 | 7.7 | -0.4 | -0.6 | -1.9 | 3.0 | 0.2
O=C(NNS(=O)(=O)c1ccccc1Cl)c1nn(-c2ccc(F)cc2)ccc1=O | 2.5 | -1.9 | 0.9 | -2.1 | 0.1 | 1.7 | 3.5 | -0.8 | -2.5
COc1ccc(NC(=O)CC2CCCC2)cc1S(=O)(=O)N1CCCCC1 | -1.5 | -0.4 | 10.3 | -1.5 | -0.8 | 2.7 | 3.5 | -2.7 | -2.0
C=CCn1c(SCC(=O)Nc2ccc(F)cc2)nc2cc(C(=O)O)ccc2c1=O | -0.5 | 2.1 | -2.9 | -1.7 | -2.8 | -0.6 | 4.5 | -3.6 | -0.5
COc1ccc(-c2oc3ccc(-c4ccc5c(c4)OCO5)cc3c2-c2ccc(OC)nc2)cc1 | 1.4 | -21.4 | -1.7 | 6.4 | -2.6 | 2.9 | 5.9 | -2.4 | 0.0
Cc1cc(C)nc(N(C#N)Cc2cccc3ccccc23)n1 | 9.4 | 16.1 | 1.1 | -3.8 | 3.3 | 2.7 | 23.6 | -2.5 | 1.1
CCc1c(C)sc(NC(=O)CC#N)c1C#N | -4.5 | 29.9 | 20.5 | -1.6 | 3.5 | -0.7 | 19.3 | 23.4 | 0.8
COc1cc(C(=O)NNC(=O)c2ccc(NC(C)=O)cc2)cc(OC)c1OC | -6.1 | -0.2 | . | 10.0 | -2.5 | 0.1 | -2.6 | -5.6 | -0.5
CS(=O)(=O)N1CCC(Oc2ccccc2C(=O)N2CCNC(=O)C2)CC1 | 6.8 | 6.1 | 5.6 | -6.2 | 1.1 | -0.9 | -0.7 | 0.4 | -1.2
O=C(CN1CCN(Cc2ccc3c(c2)OCO3)CC1)Nc1ccc2[nH]c(=O)[nH]c2c1 | 11.5 | . | -3.3 | -6.4 | . | . | 2.0 | . | .
CC[n+]1c(/C=C2\C=C(C)CC(C)(C)C2)sc2ccccc21 | -26.6 | 10.0 | 10.6 | -25.4 | 8.5 | 3.2 | 11.5 | -0.5 | -2.2
COc1ccc(C(=O)NCCCN2CCOCC2)cc1S(=O)(=O)N1CCCc2ccccc21 | 9.1 | 4.2 | 1.6 | -5.7 | 0.7 | 0.8 | 4.4 | -0.8 | -1.6
O=C(Nc1ccc2c(c1)OCCO2)C1c2ccccc2C(=O)N2CCc3ccccc3C12 (stereo not drawn) | 4.9 | -2.9 | -0.5 | 1.6 | 9.0 | 1.8 | 6.9 | -3.3 | -3.8
CCC(C)(C)NC(=O)C(c1ccc(OC)cc1)N(C(=O)CCC(=O)Nc1cc(C)on1)c1cccc(F)c1 (stereo not drawn) | 2.4 | 10.4 | -6.3 | -15.7 | 3.4 | 3.1 | -2.8 | 0.7 | 0.7
CN(C(=O)CC(NC(=O)c1ccccc1)(c1ccccc1)c1ccccc1)c1ccccc1 | -2.6 | 11.4 | 4.0 | -4.8 | 2.5 | 0.4 | 1.4 | 0.6 | 2.6

Entries of single compounds as entered above. Screens in order: procasp7 counter	HCV core dimer	PAFAH2 FP inh	procasp3 activ	PP1 counter	PP5 primary	AHR activator	TPT1 inh	CTSL1 counter
O=C(COc1ccc2ccccc2c1)N1CCNCC1 is listed as -8.3	2.5	0.7	1.6	-1.4	-0.4	20.9	-1.8	-4.7
O=C(Nc1cccc(NC(=O)c2cccs2)c1)c1cccnc1 is listed as 2.1	2.5	0.8	-0.8	-3.9	-2.4	14.6	-0.3	4.6

(continued)
SMILES | procasp7 counter | HCV core dimer | PAFAH2 FP inh | procasp3 activ | PP1 counter | PP5 primary | AHR activator | TPT1 inh | CTSL1 counter
CC(C)CC1Nc2ccc(C(=O)NCCCN3CCOCC3)cc2NC1=O (stereo not drawn) | 7.2 | 0.4 | 3.2 | -3.0 | 1.6 | 0.0 | -1.2 | 0.5 | 1.5
Cc1noc(NS(=O)(=O)c2ccc(NC(=O)c3nn(-c4ccc(F)cc4)ccc3=O)cc2)c1C | -3.6 | -14.2 | 7.3 | 1.5 | -3.7 | 3.1 | 4.0 | -3.5 | 3.4
O=c1[nH]c2ccccc2c2oc(CCl)nc12 | -37.6 | 4.4 | -1.2 | -19.2 | -1.7 | -1.6 | 4.5 | -2.3 | 7.6
O=S(=O)(Nc1cccc(-c2cn3cccnc3n2)c1)c1ccc(F)cc1 | 4.8 | 9.7 | 3.3 | 9.9 | -4.0 | -0.4 | 7.2 | -4.8 | 4.0
O=C(c1cccc2ccccc12)N1CCN=C1SCc1ccc([N+](=O)[O-])cc1 | 7.2 | 8.8 | 3.2 | 2.6 | -1.1 | 0.5 | 2.7 | -3.9 | -2.5
